AmpC no deterg: qHTS Inhibitors of AmpC Beta-Lactamase (assay without detergent); P00811; AmpC nitrocefin hydrolysis, absorbance 480 nm, 0.0001% Triton; Potency, µM (titrated, usually from 57.1 µM), for the others: at the top dose activity change, negative = inhibition, usual class: inhibitors; 330,000 compounds, 0.52% hits; AID 485341, 2010;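 note: potency is the fitted concentration of half-maximal effect; plate controls were no compound for no effect and no enzyme for full effect; nearly all actives have a fitted effect of over 20% in size; some results filed as inactive show a strong effect at the top dose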
Target sequence (P00811 whole entry, looked up): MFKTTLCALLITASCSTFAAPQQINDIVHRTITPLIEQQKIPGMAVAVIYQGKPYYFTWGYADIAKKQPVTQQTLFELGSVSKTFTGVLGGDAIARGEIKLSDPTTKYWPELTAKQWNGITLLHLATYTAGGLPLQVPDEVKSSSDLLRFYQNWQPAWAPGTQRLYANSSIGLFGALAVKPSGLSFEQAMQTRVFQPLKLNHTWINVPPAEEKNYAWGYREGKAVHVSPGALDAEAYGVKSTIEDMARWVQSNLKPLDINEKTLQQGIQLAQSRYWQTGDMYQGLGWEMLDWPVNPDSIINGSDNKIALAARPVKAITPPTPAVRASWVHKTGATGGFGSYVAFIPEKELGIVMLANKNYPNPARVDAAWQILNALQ
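20 mM phosphate pH 7.0 + 0.01% (detergent screen) or 0.0001% Triton X-100; 5.3 nM AmpC reagent; cpd preinc 15 min RT; nitrocefin (800 uM stock) to start; A480 q20 s × 4 min; Activity was normalised to no-enzyme and no-compound control wells.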
AmpC detergent: qHTS Inhibitors of AmpC Beta-Lactamase (assay with detergent) | 370,000 compounds, 0.041% hits | AmpC hydrolysis of nitrocefin, absorbance 480 nm, 0.01% Triton | Potency, µM (top dose mostly 114 µM), for inactives: at the highest dose activity change, negative = inhibition, usual class: inhibitors | P00811;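 note: potency is the fitted concentration of half-maximal effect; 0% = no-compound wells and -100% = no-enzyme wells; nearly all actives have a fitted effect of over 25% in size; some results filed as inactive show a strong effect at the top dose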
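AmpC (5.3 nM in the dispensed reagent) in 20 mM phosphate pH 7.0 with 0.01% (detergent screen) or 0.0001% Triton X-100 was preincubated with compounds for 15 min at room temperature. Nitrocefin was then added from an 800 uM solution, and hydrolysis was followed at 480 nm.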
HCMV inh: qHTS Assay for inhibitors of the human cytomegalovirus (HCMV); HFF cells, HCMV-luciferase reporter, 72 h; hits give low values; 410,000 compounds, 4.5% hits; activity change, negative = inhibition, % at 57.5 µM; in the data active = activity change below about -60%; inconclusive = no clear call, values can overlap the other calls; inactive = above about -39%
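HFF cells seeded 16 h at 37C, treated with compounds, infected with luciferase-reporter HCMV at MOI 1 PFU/cell; luciferase read at 72 h post infection, normalized to buffer-only and Salinomycin controls.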
HCV inhibitor: qHTS Assay for Inhibitors of Hepatitis C Virus (HCV); Huh7.5.1 HCVcc-Cre infection, luciferase reporter, 44 h; Potency, µM (series often up to 41.8 µM), for inactives: at the top dose activity change, negative = inhibition, usual class: inhibitors; 340,000 compounds, 3.4% hits; note: potency is the fitted concentration of half-maximal effect
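Infectious HCV cell culture screen: compound-treated cells (1,000/well, pre-plated 4 h) are infected with HCVcc-Cre at roughly 0.5 moi and grown 44 h. Infection is quantified by luciferase signal after 15 min substrate incubation at room temperature.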
Sm TGR inh: qHTS Assay for the Inhibitors of Schistosoma Mansoni Peroxiredoxins. Schistosoma mansoni thioredoxin glutathione reductase (TGR), Q962Y6. purified TGR, DTNB reduction, TNB absorbance 405 nm. Potency, µM (highest dose often 114 µM), for the others: at the top dose activity change, negative = inhibition, most hits filed as inhibitors. 360,000 compounds, 3% hits. AID 485364, 2010; note: potency is the fitted concentration of half-maximal effect; nearly all actives have a fitted effect of over 60% in size
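Kinetic colorimetric format: TGR-catalysed, NADPH-driven DTNB reduction monitored via TNB absorbance. Enzyme dispensed at 20 nM; compound exposure 15 min at room temperature before reaction start.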
FBPA Giardia inh: qHTS Assay for Inhibitors of Fructose-1,6-bisphosphate Aldolase from Giardia Lamblia; purified Giardia FBPA; Potency, µM (doses to about 59.6 µM), for the others: top-dose activity, negative = inhibition, most hits filed as inhibitors; 290,000 compounds, 0.71% hits; note: potency is the fitted concentration of half-maximal effect; nearly all actives have a fitted effect of over 55% in size
Target sequence (A8B2U2 whole entry, looked up): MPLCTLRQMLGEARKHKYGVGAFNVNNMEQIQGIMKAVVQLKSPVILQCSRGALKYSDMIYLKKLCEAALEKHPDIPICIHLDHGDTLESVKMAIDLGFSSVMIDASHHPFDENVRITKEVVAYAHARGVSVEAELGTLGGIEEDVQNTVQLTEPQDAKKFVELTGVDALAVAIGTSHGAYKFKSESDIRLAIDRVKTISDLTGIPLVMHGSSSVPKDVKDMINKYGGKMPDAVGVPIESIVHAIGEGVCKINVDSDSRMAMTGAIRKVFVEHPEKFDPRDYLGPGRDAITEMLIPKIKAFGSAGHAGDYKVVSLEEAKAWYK
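Giardia FBPA (40 nM reagent) was preincubated 10 min at RT with compound (up to 57.5 uM final), then substrate plus GAPDH/TPI/NAD/arsenate coupling system with diaphorase/resazurin was added; resorufin fluorescence (525/598 nm) was read after 20 min.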
* hit, by the source's call; ? = inconclusive; nt = not tested or not shown; & = joins results of further samples; [ ] = another dose, or the depositor's remark. Unless noted, calls come from the whole dose curve; as a rule, active = well fitted curve in the direction sought with a large enough effect; inconclusive = small, poorly fitted or top-dose-only effect, or another doubt; inactive = no such curve, though single readings can be large; an effect the other way counts as inactive or inconclusive. Unless noted, % is set by controls: 0 for no effect and ±100 for the full control effect.

Compound	HCMV inh	AmpC detergent	FBPA Giardia inh	HCV inhibitor	AmpC no deterg	Sm TGR inh
Cn1c(N)c(S(=O)(=O)N2CCN(c3ccccc3Cl)CC2)c(=O)n(C)c1=O	nt	-2%	2%	39%[activator]	-7%	11%
COc1ccccc1NC(=O)CC1S/C(=N/N=C(\C)C2CCCCC2)NC1=O (stereo not drawn)	-1	-8%	nt	23%	172%[activator]	-6%
CC(C)(C)NC(=O)CSc1nc(O)cc(=O)n1-c1ccccc1F	12	?	0%	22%	-45%	-2%
CCOC(=O)c1c(C)nc(SC)c(C#N)c1-c1ccccc1	?	8%	18%	9%	-12%	18%
COc1ccc(NC(=O)CS(=O)CC(=O)Nc2cc(Cl)ccc2OC)cc1 (stereo not drawn)	0	3%	3%	-7%	-14%	0%
CC(NCC(O)COCc1cccs1)C1CC2CCC1C2 (stereo not drawn)	30	-6%	3%	8%	-1%	5%
Cc1cccc(NC(=O)Nc2ccc(Br)cc2)n1	17&40	1%&7%	5%	10%	-26%	7%&-2%
O=C(N/C(=C\c1ccc(Cl)cc1)C(=O)N1CCCCC1)c1ccco1	0	-12%	5%	12%	11%	-1%
CC(Sc1nnc2ccccn12)C(=O)N1CCc2ccccc2C1 (stereo not drawn)	73	-1%	1%	4%	-9%	4%
CCN(CC(=O)NCc1ccc(Cl)cc1)C(=O)/C=C/c1ccc(C#N)cc1	-35	-10%	1%	?	-19%	0%
Cc1ccc(S(=O)(=O)NC(C(=O)N2CCOCCOCCOCCOCC2)c2ccccc2)cc1 (stereo not drawn)	-14	1%	3%	7%	57%	-5%
Cc1ccc(CNC(=O)c2cnc3c(-c4ccccc4)c(C)nn3c2C)o1	-12	0%	nt	nt	nt	?
O=C(O)/C=C/C(=O)Nc1cc(F)ccc1F	?	-5%	11%	2%	-11%	-20%
NNC(=O)c1cc(C23CC4CC(CC(C4)C2)C3)nc2ccccc12	-39	?	1%	19%	-40%	2%
COc1ccc(/C=C2\SC(=O)N=C2N)cc1	0	?	0%	5%	0%	-1%
COc1ccc(C(=O)NCCNc2ccc([N+](=O)[O-])cc2)cc1	-13	?	-4%	-9%	-5%[2.29 µM]	-1%
COc1ccc(NC2CC(=O)N(c3ccc(C(=O)O)cc3)C2=O)cc1 (stereo not drawn)	-25	-10%	-6%	-14%	-14%	-33%
CC(Cc1cccnc1)NC(=O)c1cc(COc2ccc(F)cc2F)on1 (stereo not drawn)	-13	6%	nt	?	36%	2%
COc1ccc2c(c1)c(C(=O)CN1CCC(C(N)=O)CC1)c(C)n2C	38	1%	-2%	-2%	-6%	-1%
O=S(=O)(NCCC1=CCCCC1)c1ccc(OC(F)(F)F)cc1	-9	-10%	nt	0%	27%	-1%
COC(=O)c1sc(NC(=S)NNC(=O)c2c(Br)c(C)nn2C)c(C(=O)OC)c1C	?	?	?	-2%	-7%	-2%
Cc1oc2c(C)c3oc(=O)c(CCC(=O)N4C[C@H]5C[C@@H](C4)c4cccc(=O)n4C5)c(C)c3cc2c1C	-34	-8%	15%	-56%	205%[activator]	1%
CCOCCCNC(=O)c1c(-c2ccccc2)noc1C	52	-2%	6%	9%	-19%	0%
Nc1cc[n+](CC(=O)c2ccccc2)cc1	-35	?	2%	?	-12%	-9%
COc1ccc(N(C(=O)c2cccc(C)c2)S(=O)(=O)c2ccc(C)cc2)cc1	-12	17%	nt	nt	nt	6%
CCN(CC)S(=O)(=O)c1ccc(-c2nnc(SCC(C)=O)o2)cc1	-4	-13%	1%	6%	31%	8%
CC(=O)OCCNC(=O)c1cccnc1	?	?	1%&10%	11%	-3%	-8%
O=C(CSc1nc2ccsc2c(=O)n1Cc1ccccc1)NCC1CCCO1 (stereo not drawn)	-23	2%	-3%	-17%	0%	6%
COc1ccc(NC(=O)c2sc3nc(N4CCOCC4)c4c(c3c2N)CC(C(C)C)OC4)c(OC)c1 (stereo not drawn)	3	?	4%	-7%	-9%	-9%
COc1cccc(CNCCCSc2nnnn2C)c1	10	2%	nt	nt	nt	?

By substructure: the compounds so far containing two or more sulfur atoms (three)
Compound	HCMV inh	AmpC detergent	FBPA Giardia inh	HCV inhibitor	AmpC no deterg	Sm TGR inh
COC(=O)c1sc(NC(=S)NNC(=O)c2c(Br)c(C)nn2C)c(C(=O)OC)c1C	?	?	?	-2%	-7%	-2%
CCN(CC)S(=O)(=O)c1ccc(-c2nnc(SCC(C)=O)o2)cc1	-4	-13%	1%	6%	31%	8%
O=C(CSc1nc2ccsc2c(=O)n1Cc1ccccc1)NCC1CCCO1 (stereo not drawn)	-23	2%	-3%	-17%	0%	6%

The results go on:
Compound	HCMV inh	AmpC detergent	FBPA Giardia inh	HCV inhibitor	AmpC no deterg	Sm TGR inh
Cc1ccc(NC(=O)c2nc(S(=O)(=O)Cc3cccc(C)c3)ncc2Cl)cc1	-94*	7%	nt	nt	nt	13µM*
CCc1c(C)sc(NC(=O)/C=C/C(=O)O)c1C(N)=O	?	-3%	3%	18%	-20%	?
O=C(CSc1ncnc2sccc12)N1CCN(C(=O)c2cccs2)CC1	22	0%	nt	?	-19%	-15%
CCC(C)NC(=O)c1cc(Cl)ccc1OC (stereo not drawn)	9	-6%	-4%	-15%	0%	-16%
Cn1nc(C(F)(F)F)c(C(=O)Nc2ccc(F)cc2F)c1Sc1cccc(Cl)c1	-13	-7%	-5%	-10%	-12%	-11%
OCCN(CCCn1c(-c2ccncc2)nc2ccccc21)c1nc(CN2CCCCC2)cs1	2	?	-18%	1%	-14%	-11%
O=C(NC(=O)c1ccc(Cl)c(Cl)c1)OC1CCS(=O)(=O)C1 (stereo not drawn)	1	3%	4%	11%	-12%	4%
COc1cccc(C2=NN(C(=O)c3ccccc3)C(O)(C(F)(F)F)C2)c1 (stereo not drawn)	84	1%	2%	-9%	-15%	?
COc1ccc(S(=O)(=O)N2CCCCC2)cc1NC(=O)c1ccc(C)cc1	?	8%	nt	2%	-16%	2%
Cc1ccc(NC(=O)NNC(=O)CN2C(=O)COc3ccccc32)cc1	-22	4%	11%	-1%	-9%	10%
CCOC(=O)C(C)n1ncn2cccc2c1=O (stereo not drawn)	-5	2%	20%	-23%	-17%	6%
O=C(Cn1cc2c(n1)CCCC2)N1CCc2ccccc21	30	-10%	7%	7%	-23%	-10%
CC(=O)Nc1ccc(S(=O)(=O)NC(C(=O)O)C(C)O)cc1 (stereo not drawn)	-3	?	-2%	7%	0%	6%
CC(C)c1ccccc1NC(=S)NCC1(N(C)C)CCCCC1	-20	2%	nt	?	-3%	-4%
CCc1c(C)nc(SCCOc2ccc(OC(C)C)cc2)[nH]c1=O	1	?	2%	-14%	-29%	0%
COc1ccc(-c2[nH]ncc2CNC(C)c2ccccc2Cl)cc1F (stereo not drawn)	-16	1%	-2%	-27%	11%	-7%[57.1 µM]
NC(=O)c1cccnc1	31	-1%	-2%&0%&7%	32%[activator]	-29%	7%
CCOc1ccccc1OCCC(=O)Nc1ccc(F)c(Cl)c1	76	-6%	5%	-17%	-14%	2%
Cc1cc(C)c2cc3c(N)c(C(=O)Nc4c(C)[nH]c(=O)[nH]c4=O)sc3nc2c1	?	-21%	?	-7%	1%	-3%
COc1ccc(Br)cc1CNC(=O)c1ccc2nc(C(C)C)oc2c1	?	11%	nt	nt	nt	6%
CCN(CC)C(=O)COc1ccc(S(=O)(=O)N2CCCC2)cc1	15	4%	11%	2%	-8%	-2%
CC(NC(=O)COC(=O)/C=C/c1ccco1)c1ccccc1 (stereo not drawn)	-37	-7%	5%	-2%	-22%	28µM*
Cc1ccc(C(c2nnnn2C2CCCC2)N2CCN3CCCC3C2)cc1 (stereo not drawn)	3	1%	3%	-6%	43%	-17%
CC(=O)c1cnc(Nc2nc(C)c3ccc(C)cc3n2)nc1C	-13	6%	-7%	-5%	-11%	0%
CCC(CC)C(=O)c1c[nH]c(C(=O)NCc2ccc(F)cc2)c1	80	-9%	0%	3%	-19%	3%
CCC(=O)c1cn(CC(=O)OC)c2ccccc12	-2	-1%	1%	-8%	-20%	2%
Cc1ccc(/C=C/C(=O)Nc2nc(-c3cccs3)ns2)cc1	29	-3%	nt	nt	nt	9%
COc1ccc(NC(=O)c2cccc(S(=O)(=O)N3CCCC3)c2)cc1OC	232	-5%	nt	?	-31%	-2%
Cc1cccc(Oc2nc(-c3ccccc3)cc(C)c2S(C)(=O)=O)c1C	0	2%	-4%	10µM*	19%	8%
O=C(CCCc1c[nH]c2ccccc12)NCc1ccccc1F	28	-16%	-2%	-24%	-32%	-2%
CSc1nc(C)cc(Oc2ccc(OCC(N)=O)nn2)n1	1	-9%	7%	19%	-14%	-11%
NNC(=O)c1ccc(CSc2n[nH]c(=O)[nH]c2=O)cc1	0	1%	-2%	2%	-6%	-6%
Cc1ccsc1-c1nc(CSCC(=O)NCc2ccc3c(c2)OCO3)c(C)o1	-12	?	4%	?	-3%	?
CCCN1CC(=O)N2Cc3[nH]c4ccccc4c3C[C@H]2C1=O	3	1%	4%	13%	10%	14%
Cc1noc(NS(=O)(=O)c2ccc(NC(=O)c3cc(-c4ccccc4Cl)nc4ccccc34)cc2)c1C	17	3%	0%	8%	-54%	3%
C(=C\c1ccccc1)/C=N/Nc1ccc2nncn2n1	nt	5%	-2%	13%	-15%	0%
CCCCCN(C(=O)CCC(=O)OCC(=O)N(C)Cc1ccccc1C)c1c(N)n(CCCC)c(=O)[nH]c1=O	1	-15%	nt	-30%	184%[activator]	-3%
CC(Cc1cccs1)NC(=O)Nc1ccc(F)cc1 (stereo not drawn)	1	5%	4%	0%	-19%	10%
Cn1c(=O)c2c([nH]c(=S)n2CCCc2ccccc2)n(C)c1=O	4	-16%	10µM*	11%	24%	-14%
CCOCCCn1c(=N)c(C(=O)NC(C)c2ccccc2)cc2c(=O)n3cccc(C)c3nc21 (stereo not drawn)	-73*	1%	nt	nt	nt	0%
COc1ccc(OC)c(NC(=O)CCCNC(=O)Cn2cnc3sc(C)c(C)c3c2=O)c1	7	-13%	4%	?	-5%	8%
Clc1ccc(CN2CCNCC2)cc1	6	-6%	2%	?	-11%	31%
CCCCN1CC(c2nc3ccccc3n2CCCCOc2cccc(C)c2C)CC1=O (stereo not drawn)	?	28%	nt	nt	nt	-3%
Cn1cnnc1SCC(=O)Nc1ccc2nc(SCc3ccccc3F)sc2c1	14	4%	0%	-3%	152%[activator]	-15%
COC(=O)c1cc(C)cc(=O)o1	28	-4%	4%	13%	-21%	-8%
